High-throughput results: PubChem, Broad Institute
STK33 kin inh = inhibitors of human STK33 kinase; Q9BYT3; ADP-Glo luminescence, MBP substrate; inhibition, % at 12.5 µM; 27,000 compounds, 0.44% hits; AID 2322; in the data active means inhibition above about 20%
Target sequence (Q9BYT3 whole entry, looked up): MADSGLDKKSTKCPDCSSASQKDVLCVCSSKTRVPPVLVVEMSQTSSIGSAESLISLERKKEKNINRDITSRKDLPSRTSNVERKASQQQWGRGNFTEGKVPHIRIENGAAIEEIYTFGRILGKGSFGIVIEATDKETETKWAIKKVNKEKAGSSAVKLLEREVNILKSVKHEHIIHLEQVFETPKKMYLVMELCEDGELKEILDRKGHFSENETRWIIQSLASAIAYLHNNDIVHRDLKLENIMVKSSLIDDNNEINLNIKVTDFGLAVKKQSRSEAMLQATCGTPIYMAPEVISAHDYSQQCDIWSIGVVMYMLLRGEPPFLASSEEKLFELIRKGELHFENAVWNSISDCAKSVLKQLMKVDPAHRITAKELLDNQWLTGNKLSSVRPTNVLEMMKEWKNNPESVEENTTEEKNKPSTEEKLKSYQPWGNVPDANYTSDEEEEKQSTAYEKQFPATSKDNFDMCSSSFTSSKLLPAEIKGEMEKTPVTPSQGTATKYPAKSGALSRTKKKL
p53 PUMA act = re-activators of the mutant p53 pathway | SW480 PUMA-promoter luciferase, p53 mutant reactivation | activation, % at 9.98 µM | 28,000 compounds, 1.5% hits | AID 624151; in the data active means activation above about 52%
Starred values were filed as active, the others as inactive.

Start of the data: the first 7 records (preview)
C[C@H](CO)N1C[C@H](C)[C@H](CN(C)S(=O)(=O)c2cn(C)cn2)OCc2cn(nn2)CCCC1=O was read as STK33 kin inh 0.9 and p53 PUMA act 9.8.
Screening Cc1cc(C)cc(OCC(=O)Nc2ccccc2N2CCN(C)CC2)c1 returned STK33 kin inh -9.9 and p53 PUMA act 1.6.
For CCc1nc(SCC(=O)Nc2ccccc2C)n[nH]1 the results were STK33 kin inh 3.2 and p53 PUMA act -8.4.
`C=CCOC(=O)[C@H]1[C@@H]2C(=O)O[C@@H](c3ccccc3)[C@@H](c3ccccc3)N2[C@@H](c2ccc(OCCOC(=O)[C@H]3C[C@H]4C(=O)N[C@@H](CCCCNC(C)=O)C(=O)N4[C@H]3c3ccc(O)cc3)cc2)[C@]12C(=O)Nc1ccccc12` gave STK33 kin inh 5.6.
`CCOC(=O)c1ccc(NC(=O)CSc2nc(N)c3c4c(sc3n2)CCC4)cc1` gave STK33 kin inh 2.3 and p53 PUMA act 13.1.
For C[C@@H]1CN([C@H](C)CO)C(=O)Cc2cc(N(C)C)ccc2O[C@@H]1CN(C)Cc1ccc2c(c1)OCO2 the results were STK33 kin inh -3.0.
`CNC(=O)CN(c1cccc(Cl)c1Cl)S(=O)(=O)c1ccccc1` gave STK33 kin inh -0.9 and p53 PUMA act 1.4.

Main list, from the first entry:
C[C@H](CO)N1C[C@H](C)[C@H](CN(C)S(=O)(=O)c2cn(C)cn2)OCc2cn(nn2)CCCC1=O was read as STK33 kin inh 0.9 and p53 PUMA act 9.8.
Screening Cc1cc(C)cc(OCC(=O)Nc2ccccc2N2CCN(C)CC2)c1 returned STK33 kin inh -9.9 and p53 PUMA act 1.6.
For CCc1nc(SCC(=O)Nc2ccccc2C)n[nH]1 the results were STK33 kin inh 3.2 and p53 PUMA act -8.4.
`C=CCOC(=O)[C@H]1[C@@H]2C(=O)O[C@@H](c3ccccc3)[C@@H](c3ccccc3)N2[C@@H](c2ccc(OCCOC(=O)[C@H]3C[C@H]4C(=O)N[C@@H](CCCCNC(C)=O)C(=O)N4[C@H]3c3ccc(O)cc3)cc2)[C@]12C(=O)Nc1ccccc12` gave STK33 kin inh 5.6.
`CCOC(=O)c1ccc(NC(=O)CSc2nc(N)c3c4c(sc3n2)CCC4)cc1` gave STK33 kin inh 2.3 and p53 PUMA act 13.1.
For C[C@@H]1CN([C@H](C)CO)C(=O)Cc2cc(N(C)C)ccc2O[C@@H]1CN(C)Cc1ccc2c(c1)OCO2 the results were STK33 kin inh -3.0.
`CNC(=O)CN(c1cccc(Cl)c1Cl)S(=O)(=O)c1ccccc1` gave STK33 kin inh -0.9 and p53 PUMA act 1.4.
Screening COc1ccc(Cc2nccc3cc(OC)c(OC)cc23)cc1OC returned STK33 kin inh -0.4 and p53 PUMA act -12.2.
Screening Cc1noc(C)c1S(=O)(=O)Nc1ccc2c(c1)C(=O)N([C@@H](C)CO)C[C@H](C)[C@H](CN(C)C(=O)Nc1ccc(F)cc1)O2 returned p53 PUMA act 4.4.
`C[C@@H]1CCCCO[C@@H](CN(C)Cc2ccccc2)[C@@H](C)CN([C@H](C)CO)C(=O)c2cc(NC(=O)Cc3ccccc3)ccc2O1` gave STK33 kin inh -0.2.
Screening COC(=O)C(CC(=O)c1ccc(Cl)cc1)c1cc(=O)oc2cc(OC)ccc12 (configuration not stated) returned STK33 kin inh 0.6 and p53 PUMA act 10.4.
Cc1noc(C)c1NC(=O)Nc1ccc2c(c1)C(=O)N([C@H](C)CO)C[C@H](C)[C@H](CN(C)Cc1ccccc1)OCCCC[C@@H](C)O2 was read as STK33 kin inh -5.0.
Screening COc1cccc(NC(=O)CN(C)S(=O)(=O)c2cc(C)ccc2OC)c1 returned STK33 kin inh -1.8 and p53 PUMA act -3.7.
Screening Cc1cccc(-c2noc(CN(C(=O)c3ccc(Br)o3)C(C)C)n2)c1 returned STK33 kin inh 1.6 and p53 PUMA act -6.6.
`Cc1c(Cl)cccc1NC(=O)CSc1nnc(-c2ccc(Cl)c(Cl)c2)n1C` gave STK33 kin inh 1.5 and p53 PUMA act -9.2.
Screening CC(C)OC(=O)CSc1nc(N)c(C#N)cc1C#N returned STK33 kin inh 0.7 and p53 PUMA act 36.5.
Screening CCCN(C)C[C@@H]1OCCCC[C@@H](C)Oc2ccc(NS(=O)(=O)c3ccc(OC)cc3)cc2C(=O)N([C@H](C)CO)C[C@@H]1C returned STK33 kin inh 5.3 and p53 PUMA act 14.9.
Screening O=C(CNS(=O)(=O)c1ccccc1)Nc1ccc(Br)cc1F returned STK33 kin inh -4.4 and p53 PUMA act -7.9.
For COc1ccc(S(=O)(=O)Nc2ccc3c(c2)CC(=O)N([C@@H](C)CO)C[C@H](C)[C@H](CN(C)CC2CC2)O3)cc1 the results were p53 PUMA act 5.2.
`C[C@@H]1CN([C@H](C)CO)C(=O)c2cc(NC(=O)Nc3ccc(C(F)(F)F)cc3)ccc2O[C@H]1CN(C)CC1CCCCC1` gave STK33 kin inh 4.4.
Screening COc1ccc(NC(=O)C(C)Oc2ccccc2)cc1NC(=O)c1ccco1 (configuration not stated) returned STK33 kin inh 3.5 and p53 PUMA act -0.2.
O=C(c1cc2ccccc2oc1=O)N(Cc1ccc(F)cc1)Cc1ccco1 was read as STK33 kin inh -0.2 and p53 PUMA act 0.6.
Cc1noc(C)c1NC(=O)N(C)C[C@H]1OCCCC[C@@H](C)Oc2ccc(NS(=O)(=O)c3cccs3)cc2C(=O)N([C@@H](C)CO)C[C@@H]1C was read as p53 PUMA act -0.5.
For COc1cc2c(c(N)c1OC)C(=O)/C(=C/c1cc(C)c(O)c(C)c1)C2 the results were STK33 kin inh 5.8 and p53 PUMA act -1.7.
`C[C@@H]1CN([C@H](C)CO)C(=O)c2cc(NC(=O)Cc3ccccc3)ccc2O[C@@H](C)CCCCO[C@H]1CN(C)C(=O)Nc1ccc2c(c1)OCO2` gave p53 PUMA act -2.2.
Screening C[C@H]1CN([C@@H](C)CO)C(=O)c2cc(NS(=O)(=O)c3ccc(Cl)cc3)ccc2O[C@H]1CN(C)C(=O)NC1CCCCC1 returned STK33 kin inh -10.8 and p53 PUMA act -2.8.
Cc1noc(C)c1S(=O)(=O)Nc1ccc2c(c1)C(=O)N([C@@H](C)CO)C[C@H](C)[C@@H](CN(C)S(=O)(=O)c1ccc(F)cc1)O2 was read as p53 PUMA act 2.9.
For C[C@@H]1CN([C@@H](C)CO)C(=O)Cc2cc(NS(=O)(=O)c3ccccc3)ccc2O[C@H]1CN(C)C(=O)Nc1ccccc1 the results were p53 PUMA act 6.3.
Screening Cn1c(-c2ccc3c(c2)OCO3)cc(=O)c2ccccc21 returned STK33 kin inh -17.2 and p53 PUMA act 7.4.
Screening O=C(CNS(=O)(=O)c1cc(Cl)ccc1Cl)Nc1ccc(Oc2ccccc2)cc1 returned STK33 kin inh -1.0 and p53 PUMA act 5.4.
Nc1ncnc(NCCCN2CCOCC2)c1[N+](=O)[O-] was read as STK33 kin inh -1.0 and p53 PUMA act -14.6.
`COc1ccc(-c2nnc(SCC(=O)Nc3cccc(SC)c3)n2C)cc1` gave STK33 kin inh -1.0 and p53 PUMA act -10.6.
Screening C[C@@H]1CN([C@H](C)CO)C(=O)Cc2cc(NC(=O)CCN3CCOCC3)ccc2O[C@@H]1CN(C)S(=O)(=O)c1ccccc1 returned STK33 kin inh 5.8 and p53 PUMA act 1.6.
Screening Cc1noc(C)c1NC(=O)Nc1ccc2c(c1)C(=O)N([C@H](C)CO)C[C@H](C)[C@H](CN(C)C(=O)Nc1ccc(C(F)(F)F)cc1)OCCCC[C@@H](C)O2 returned STK33 kin inh -0.5.
`COc1ccc(C(=C2C(=O)Nc3ccccc32)c2ccc(OC)cc2)cc1` gave STK33 kin inh 2.7 and p53 PUMA act -16.1.
Screening C[C@H]1CN([C@@H](C)CO)C(=O)c2cc(NC(=O)Cc3ccccc3)ccc2O[C@@H]1CN(C)C(=O)Nc1ccc2c(c1)OCO2 returned p53 PUMA act 16.1.
`COc1ccc(NC(=O)CSc2nnc(C)c(=O)[nH]2)cc1Cl` gave STK33 kin inh -3.9 and p53 PUMA act 2.9.
Screening CCc1cc2c(SCC(=O)N3CCc4ccccc43)ncnc2s1 returned STK33 kin inh 3.2 and p53 PUMA act 0.7.
`CNC[C@@H]1Oc2ccc(NS(=O)(=O)c3ccccc3)cc2C(=O)N([C@H](C)CO)C[C@@H]1C` gave STK33 kin inh 1.6 and p53 PUMA act 3.6.
For C[C@H]1CN([C@@H](C)CO)C(=O)c2cc(NC(=O)CCN3CCOCC3)ccc2O[C@H]1CN(C)Cc1ccc(C(F)(F)F)cc1 the results were STK33 kin inh 0.6.
For Cc1nn(C(C)C(=O)Nc2ccccc2C(F)(F)F)c(C)c1[N+](=O)[O-] (configuration not stated) the results were STK33 kin inh -2.9 and p53 PUMA act -2.3.
Screening C[C@H](CO)N1C[C@H](C)[C@@H](CN(C)C(=O)Nc2ccccc2)Oc2ccc(NC(=O)CCN3CCOCC3)cc2CC1=O returned p53 PUMA act 7.7.
`C[C@@H]1CN([C@H](C)CO)S(=O)(=O)c2ccc(C#Cc3cccnc3)cc2O[C@H]1CN(C)CC1CCOCC1` gave p53 PUMA act -26.9.
Screening C[C@H]1CN([C@@H](C)CO)C(=O)c2cc(NS(=O)(=O)c3cn(C)cn3)ccc2O[C@@H]1CN(C)Cc1ccc(C(=O)O)cc1 returned STK33 kin inh -0.2.
`O=[N+]([O-])c1ccc(S(=O)(=O)N2CCN(C(=S)NCc3ccco3)CC2)cc1` gave STK33 kin inh -3.0 and p53 PUMA act 0.9.
Screening CNC[C@H]1Oc2ccc(NS(=O)(=O)c3ccccc3)cc2CC(=O)N([C@H](C)CO)C[C@H]1C returned STK33 kin inh -3.7 and p53 PUMA act 7.3.
COc1ccc(-c2nnc(SCC(=O)O)n2-c2ccccc2)cc1OC was read as STK33 kin inh 0.7 and p53 PUMA act 2.7.
Cc1ccc(NC(=O)CN(C)S(=O)(=O)c2ccccc2)c(C)c1 was read as STK33 kin inh 1.2 and p53 PUMA act 4.2.
Cc1cc2nn(-c3ccc(Cl)cc3)nc2cc1NC(=O)COc1ccc([N+](=O)[O-])cc1 was read as STK33 kin inh 4.7 and p53 PUMA act 4.9.
C[C@H](CO)N1C[C@H](C)[C@H](CN(C)S(C)(=O)=O)Oc2ncccc2C1=O was read as p53 PUMA act 8.5.
Screening C[C@@H]1CN([C@@H](C)CO)C(=O)Cc2cc(NC(=O)Cc3cn(C)c4ccccc34)ccc2O[C@H]1CN(C)C returned p53 PUMA act -6.7.
Cc1ccccc1NC(=O)c1ccc(C)c(S(=O)(=O)Nc2cccc(C(=O)O)c2)c1 was read as STK33 kin inh -2.2 and p53 PUMA act 8.5.
`C[C@@H]1CN([C@@H](C)CO)C(=O)c2cc(NS(=O)(=O)c3ccccc3)ccc2O[C@@H]1CN(C)S(=O)(=O)c1ccc(F)cc1` gave STK33 kin inh 2.7.
For C[C@H](CO)N1C[C@H](C)[C@@H](CN(C)C(=O)Nc2ccc(C(F)(F)F)cc2)Oc2c(NC(=O)c3nc4ccccc4s3)cccc2C1=O the results were p53 PUMA act -0.5.
For O=C(COc1ccc(Cl)cc1Cl)Nc1cc(Cl)ccc1C(=O)O the results were STK33 kin inh -16.1 and p53 PUMA act 12.4.
For Cc1ccc(Cl)c(OCC(=O)NCc2cccnc2)c1 the results were STK33 kin inh 7.5 and p53 PUMA act -0.1.
CCn1c(SCC(=O)Nc2c(Cl)cc(Cl)cc2Cl)nnc1-c1ccccc1Cl was read as STK33 kin inh -4.5 and p53 PUMA act 1.0.
For C[C@H]1CN([C@@H](C)CO)C(=O)c2cccc(NC(=O)NC3CCCCC3)c2O[C@@H]1CN(C)C(=O)Nc1ccc(C(F)(F)F)cc1 the results were p53 PUMA act -4.3.
Screening Cc1ccccc1C(=O)NCCc1nc2ccccc2[nH]1 returned STK33 kin inh -0.5 and p53 PUMA act 9.9.
For COc1ccc(-c2cc(=O)c3c(O)c(OC)c(O[C@H]4O[C@H](CO[C@@H]5O[C@@H](C)[C@H](O)[C@@H](O)[C@H]5O)[C@@H](O)[C@H](O)[C@H]4O)cc3o2)cc1 the results were STK33 kin inh -0.5.
C[C@H](CO)N1C[C@H](C)[C@H](CN(C)Cc2ccncc2)Oc2c(NC(=O)C3CCOCC3)cccc2C1=O was read as p53 PUMA act 5.4.
Screening COc1ccc(C(=O)CCC(=O)Nc2ccc(Br)cc2)cc1 returned STK33 kin inh -2.8 and p53 PUMA act -1.3.
`Cc1c(C(N)=O)cc([N+](=O)[O-])cc1[N+](=O)[O-]` gave STK33 kin inh 5.0.
`NC(Cc1cc(I)c(Oc2ccc(O)c(I)c2)c(I)c1)C(=O)O` (configuration not stated) gave STK33 kin inh 1.6 and p53 PUMA act -2.7.
Screening C[C@H](CO)N1C[C@H](C)[C@H](CN(C)C)Oc2c(NC(=O)NC3CCCCC3)cccc2C1=O returned p53 PUMA act 0.3.
Screening C[C@H]1CN([C@@H](C)CO)C(=O)Cc2cc(NC(=O)Nc3cccc4ccccc34)ccc2O[C@@H]1CN(C)C(=O)Nc1ccccc1 returned STK33 kin inh 0.8.
C[C@H](CO)N1C[C@H](C)[C@H](CN(C)Cc2ccc(Cl)c(Cl)c2)OCc2cn(nn2)CCCC1=O was read as STK33 kin inh 5.7 and p53 PUMA act 9.7.
COc1ccc(NC(=O)Nc2ccc3c(c2)CC(=O)N([C@H](C)CO)C[C@H](C)[C@H](CN(C)S(=O)(=O)c2ccc(C)cc2)O3)cc1 was read as STK33 kin inh 0.3 and p53 PUMA act -43.3.
COc1cccc(CN(C)C[C@H]2OCc3cn(nn3)CCCC(=O)N([C@H](C)CO)C[C@H]2C)c1 was read as STK33 kin inh -1.9.
For C[C@@H]1CN([C@H](C)CO)C(=O)c2cccc(NS(=O)(=O)c3cn(C)cn3)c2O[C@@H]1CN(C)C(=O)NC1CCCCC1 the results were p53 PUMA act -7.0.
`COc1cccc(CN(C)C[C@@H]2OCc3cnnn3CCCC(=O)N([C@@H](C)CO)C[C@H]2C)c1` gave STK33 kin inh -2.6.
CN(C)C(=O)Nc1ccc(Cl)c(Cl)c1 was read as STK33 kin inh 3.8.
`CC(C)C#Cc1cnc2c(c1)C(=O)N([C@@H](C)CO)C[C@H](C)[C@H](CN(C)S(=O)(=O)c1cn(C)cn1)O2` gave p53 PUMA act 2.9.
`COc1ccc(NC(=O)N(C)C[C@H]2OCc3cn(nn3)CCCC(=O)N([C@H](C)CO)C[C@@H]2C)cc1` gave STK33 kin inh 6.4.

This is a subset; count on the stated rates, not on these rows.
